Compound activity: PubChem BioAssay, several laboratories
PERK inh = block of dimerizer-induced PERK translation repression, primary screen, PERK inhibitor project, CHO PERK-DD cells, SEAP luminescence, HTS | Eukaryotic translation initiation factor 2-alpha kinase 3 (Homo sapiens), Q9NZJ5 | CHO PERK-DD fusion, SEAP luminescence translation reporter | inhibition, % at 5.6 µM | actives 0.17% (n = 220,000) | AID 1416, 2008;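 active = inhibition above the mean inhibition of all tested compounds plus 3 SD, set separately per screening campaign, cut at about 2.9% in these data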;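 also: PERK kinase domain activated by AP20187 dimerizer at 100 nM; 0% = DMSO with dimerizer and 100% = rapamycin at 8.4 µM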
hK5 inh = human KLK5 protease inhibitors, primary screen, biochemical, 1536-well; recombinant hK5, fluorogenic AMC substrate cleavage; inhibition, % at 5 µM; actives 0.59% (n = 210,000); AID 873, 2007;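 active = inhibition of 40% or more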;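 also: 0% = enzyme controls without compound and 100% = no-enzyme blanks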
Target sequence (Q9Y337 67-293 limits assumed): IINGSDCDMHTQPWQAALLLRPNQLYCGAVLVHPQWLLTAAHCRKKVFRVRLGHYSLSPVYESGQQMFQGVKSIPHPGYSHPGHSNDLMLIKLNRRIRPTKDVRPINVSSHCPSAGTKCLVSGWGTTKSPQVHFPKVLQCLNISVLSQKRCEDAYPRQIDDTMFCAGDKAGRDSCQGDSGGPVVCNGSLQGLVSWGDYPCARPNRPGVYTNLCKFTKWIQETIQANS
Wee1 stabilizer = Wee1 degradation inhibitors, primary screen, cell-based, HeLa, Wee1K328M-luciferase, luminescence | Wee1-like protein kinase (Homo sapiens), P30291 | reporter increase, % at 5 µM | HeLa Luc-Wee1K328M stability; 100% = proteasome inhibitor MG132 effect | actives 1.2% (n = 220,000);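 active = activation above the mean of all tested compounds plus 3 SD, set per screening run, cut at about 8.8% in these data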;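 also: cells exposed to compound for 20 h before luminescence read; 0% = DMSO alone and 100% = MG132 at 30 µM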
KCC2 mod = KCC2 cotransporter modulators, thallium flux, primary screen, cell-based, HEK293 KCC2, FluoZin-2 fluorescence, MLSMR | actives 2.2% (n = 190,000) | KCC2 cells, thallium flux FluoZin-2 fluorescence | B-score of Tl+ flux slope (higher = more flux/activation; lower = inhibition) at 10 µM;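 active = thallium flux slope and its plate-corrected score both differing from the plate sample mean at a set confidence after two filtering rounds, in either direction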;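 also: slope of fluorescence scaled to starting intensity during 10 to 20 s after thallium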
FXIa inh 1536 = human FXIa protease inhibitors, primary screen, biochemical, 1536-well | Coagulation factor XI (Homo sapiens), P03951 | inhibition, % at 5 µM | actives 0.14% (n = 220,000) | purified FXIa, Boc-Glu-Ala-Arg-AMC fluorogenic substrate;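 active = inhibition of at least 40%; inactive = inhibition below 40%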;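 also: fluorescence of freed AMC excited at 355 nm; 0% = enzyme without compound and 100% = no enzyme blank; many of its hits are not listed in these tables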
Target sequence (P03951 19-387 limits assumed): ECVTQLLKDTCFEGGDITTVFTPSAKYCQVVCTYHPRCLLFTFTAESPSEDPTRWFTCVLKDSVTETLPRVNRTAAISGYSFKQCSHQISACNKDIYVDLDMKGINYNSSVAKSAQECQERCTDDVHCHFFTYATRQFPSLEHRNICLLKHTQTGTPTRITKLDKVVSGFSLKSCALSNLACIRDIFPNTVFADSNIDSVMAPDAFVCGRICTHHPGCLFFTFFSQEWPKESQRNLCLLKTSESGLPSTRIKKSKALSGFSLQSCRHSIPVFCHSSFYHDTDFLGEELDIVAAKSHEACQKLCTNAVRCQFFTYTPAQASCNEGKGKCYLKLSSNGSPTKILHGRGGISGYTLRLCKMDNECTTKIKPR
Target sequence (P03951 388-625 limits assumed): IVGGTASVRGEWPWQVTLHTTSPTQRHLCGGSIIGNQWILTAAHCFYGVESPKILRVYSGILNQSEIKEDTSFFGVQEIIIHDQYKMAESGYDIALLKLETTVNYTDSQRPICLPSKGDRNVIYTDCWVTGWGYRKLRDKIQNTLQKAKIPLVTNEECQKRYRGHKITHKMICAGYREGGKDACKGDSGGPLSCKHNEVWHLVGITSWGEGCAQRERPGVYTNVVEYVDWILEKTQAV
Thrombin inh = human alpha-thrombin inhibitors, primary screen, counter-screen for coagulation protease inhibitor project, biochemical, 1536-well, fluorogenic AMC substrate; inhibition, % at 5 µM; AID 1046, 2008; Boc-VPR-AMC fluorogenic substrate cleavage; Prothrombin (Homo sapiens), P00734; actives 0.26% (n = 220,000);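 active = inhibition at or above 40%; inactive = inhibition below 40%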;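 also: 0% = enzyme with no compound and 100% = wells without enzyme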
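System – human alpha-thrombin · Medium – pH 7.5 Tris (50 mM) with NaCl 150 mM, Tween 20 0.05% · Compound – single-point dosing at 5 µM, 0.2% DMSO · Incubation – enzyme reaction carried out at room temperature · Technique – fluorescence of released AMC, ex 355 nm, em 460 nm · Read-out basis – % inhibition of thrombin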
Furin inh = human furin inhibitors, primary screen, biochemical, fluorescence intensity; purified furin, fluorogenic substrate cleavage; inhibition, % at 30 µM; actives 0.061% (n = 220,000); AID 463115, 2010; in the data active = inhibition above about 25%; also: inactives centre near -15
p97 ATPase inh = inhibitors of human p97 ATPase, primary screen, biochemical; recombinant p97 ATPase, Kinase-Glo ATP luminescence, 3 h; Transitional endoplasmic reticulum ATPase (Homo sapiens), P55072; actives 0.42% (n = 220,000); inhibition, % at 8 µM; AID 1481, 2009; in the data active = inhibition above about 15%;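 also: 0% = DMSO vehicle and 100% = wells lacking enzyme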
FXIIa inh = human FXIIa protease inhibitors, primary screen, biochemical, 1536-well. purified FXIIa, Boc-QGR-AMC fluorogenic substrate, 2 h. inhibition, % at 5 µM. actives 0.3% (n = 220,000). Coagulation factor XII (Homo sapiens), P00748; in the data active = inhibition above about 40%;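 also: 0% = enzyme with no compound and 100% = blank without enzyme; many of its hits are not listed in these tables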
Numbers without * were called inactive; . = no result given; [ ] = remark or other dose.

SMILES | PERK inh | hK5 inh | Wee1 stabilizer | KCC2 mod | FXIa inh 1536 | Thrombin inh | Furin inh | p97 ATPase inh | FXIIa inh
CCN=C1SC(CC(=O)NC(C)C)C(=O)N1CC (centres undefined) | 0.9 | -27 | 3 | 0.53 | 3 | -8 | -13[20 µM] | -2 | -1
COC(=O)CCC(=O)Nc1ccc(OC)cc1 | 0.8 | 0 | 1 | 0.25 | 1 | -7 | -13[20 µM] | 5 | 18
Cc1cc(NC(=O)Cn2nc3c(cc2=O)CCCC3)ccc1Br | 0.1 | 1 | 3 | . | 1 | -3 | -12 | 1 | 5
COc1ccc(N2C(=O)C(CC(=O)Nc3ccc(Cl)cc3)N(NC(=O)c3cccc(F)c3)C2=S)cc1 (centres undefined) | 0.7 | 6 | 0 | 0.093 | 4 | 1 | -23 | 8 | 9
CCn1cnc2sc(C)c(C)c2c1=O | 0.7 | -11 | -2 | 0.13 | -3 | -2 | -17[20 µM] | 2 | 6
Cc1ccc(O)c(N=CC2=C(O)c3ccccc3C2=O)c1 | 0.0 | 3 | 1 | . | 5 | 1 | -16 | -5 | 10
Cc1cc(Nc2ccc(F)cc2F)n2ncnc2n1 | 1.7 | -9 | 1 | 0.38 | 5 | 0 | -10 | 6 | 11
CCC(=O)c1ccc(OCC(O)CN2CC(C)OC(C)C2)cc1 (centres undefined) | 0.7 | 1 | -2 | -0.069 | -2 | -4 | -13 | -2 | 8
COc1ccc(NC2=CC(c3cccc(OC)c3)N(c3ccc(OC)cc3)C2=O)cc1 (centres undefined) | -0.8 | 4 | 5 | 0.33 | -3 | -8 | -16 | -4 | -3
CC(=O)Nc1ccc(-n2c(C)nc(=O)c(-c3ccccc3)c2C)cc1 | 1.0 | 2 | 0 | . | 11 | 0 | -6 | 3 | 18
O=C(Nc1nonc1NC(=O)C1CCCCC1)C1CCCCC1 | 1.1 | -28 | 1 | . | 1 | 4 | -18[20 µM] | -1 | 16
CN1c2ccsc2C(=O)/C(=C\Nc2cccc(C(F)(F)F)c2)S1(=O)=O | 0.5 | -2 | -1 | 0.6 | 9 | 3 | -12 | 5 | 11
NC1=NC[C@H](Cc2ccc(O)cc2)N1CCc1cccc(F)c1 | . | 2 | . | -0.79 | 1 | 1 | -19 | . | 10
Cc1c(NC(=S)NCc2ccc(F)cc2)cccc1[N+](=O)[O-] | 0.1 | 1 | 0 | 0.98 | 11 | 6 | -18 | 1 | 0
CC1(C)OC(=O)C(=CNc2cccc(C(=O)O)c2)C(=O)O1 | 1.6 | 3 | -2 | -1 | 18 | 1 | 0 | -3 | 29
CN1CCSc2ccc(C(=O)Nc3cc(F)ccc3F)cc21 | -0.4 | -1 | 0 | 0.049 | 1 | -3 | -10 | -3 | 7
Cc1ccccc1NS(=O)(=O)c1ccc(N2CCCC2=O)cc1 | -0.2 | 0 | 10* | -0.23 | 0 | 1 | -10[20 µM] | 3 | 8
CN(C(=O)CC1C(=O)NCCN1CC(c1ccccc1)c1ccccc1)C(C1CC1)C1CC1 (centres undefined) | -1.8 | 2 | 4 | -1.4 | 3 | -3 | -14 | 0 | 11
CCC(=O)N1CCN(c2ccccc2NC(=O)COc2cc(C)ccc2C(C)C)CC1 | -1.2 | -9 | 2 | -0.72 | -2 | 2 | 0[20 µM] | 0 | 14
CCOc1ccc(C(=O)OCn2nnc3ccccc3c2=O)cc1OC | 0.6 | -19 | 1 | 0.68 | 14 | -2 | -18 | 2 | 25
O=C(Cn1cc(C(F)(F)F)ccc1=O)N/N=C/c1cccc(Cl)c1 | -0.5 | 12 | -3 | 0.37 | 4 | 5 | -5 | -8 | 11
Brc1ccc2nc(N3CCN(c4ccccc4)CC3)sc2c1 | 2.0 | -20 | 1 | 0.018 | -2 | 4 | -28 | 0 | -6
Cc1cc(C)nc(NC(=O)Nc2ccc3c(c2)OCO3)c1 | 0.7 | 2 | 2 | 1.5 | -5 | -12 | -20 | 0 | 7
Cc1ccccc1NC(=O)c1cc([N+](=O)[O-])ccc1NCCN1C(=O)CCC1=O | 0.5 | 16 | 2 | 0.91 | 2 | 1 | -13 | 1 | 12
CN1C[C@@H]2C(c3ccc(C(F)(F)F)cc3)C3(c4cccnc4)CC2(C3)[C@H]1c1ccccc1 (some centres undefined) | . | 0 | . | -0.02 | -3 | -4 | -29 | . | 4
O=C(CCOc1ccccc1)Nc1cccc(S(=O)(=O)Nc2ccccc2Cl)c1 | 0.4 | 0 | -1 | -3.2 | 9 | -2 | -17 | 7 | 2
CC1Cc2ccccc2N1C(=O)/C=C/c1cccc(F)c1 (centres undefined) | -0.4 | -2 | 0 | -4.4* | -6 | -21 | -25 | -4 | 12
O=C1CC(c2ccc3c(c2)OCO3)c2cc3c(cc2N1)OCCO3 (centres undefined) | -0.1 | -26 | -1 | 0.87 | -1 | -10 | -14[20 µM] | 6 | 16
O=C(COC(=O)Cc1ccccc1F)Nc1ccc(SC(F)F)cc1 | 0.4 | -13 | 4 | -1.8 | 9 | -7 | -2 | -4 | 6
Cc1cc(NCCN2CCOCC2)n2nc(C)c(-c3ccccc3)c2n1 | -0.5 | -6 | 0 | 0.13 | -5 | -10 | -13[20 µM] | -9 | -4

3 structures already listed, arranged by heavy-atom count, descending:
SMILES | PERK inh | hK5 inh | Wee1 stabilizer | KCC2 mod | FXIa inh 1536 | Thrombin inh | Furin inh | p97 ATPase inh | FXIIa inh
CN(C(=O)CC1C(=O)NCCN1CC(c1ccccc1)c1ccccc1)C(C1CC1)C1CC1 (centres undefined) | -1.8 | 2 | 4 | -1.4 | 3 | -3 | -14 | 0 | 11
NC1=NC[C@H](Cc2ccc(O)cc2)N1CCc1cccc(F)c1 | . | 2 | . | -0.79 | 1 | 1 | -19 | . | 10
Cc1cc(Nc2ccc(F)cc2F)n2ncnc2n1 | 1.7 | -9 | 1 | 0.38 | 5 | 0 | -10 | 6 | 11

The list continues.
SMILES | PERK inh | hK5 inh | Wee1 stabilizer | KCC2 mod | FXIa inh 1536 | Thrombin inh | Furin inh | p97 ATPase inh | FXIIa inh
Cc1ccc(-n2c3c(cc(C(=O)NCc4ccco4)c2=O)C(=O)CCC3)cc1 | -0.6 | 0 | -3 | 0.48 | 16 | 8 | -22 | 3 | 6
CN(C1CCCCC1)S(=O)(=O)c1ccc(-n2cnnn2)cc1 | 0.5 | 3 | 5 | 0.43 | -4 | 1 | -14 | 1 | 11
C[C@H](O)[C@@H](C(=O)N1CCN(C(=O)OC(C)(C)C)CC1)n1cc(CCCCNC(=O)OC(C)(C)C)nn1 | 1.6 | -1 | 22* | 0.075 | -1 | -6 | -39 | 2 | 6
CN1CCN(c2nc3c(c(=O)[nH]c(=O)n3C)n2CCCSc2nnnn2-c2ccccc2)CC1 | -0.6 | 11 | 6 | . | 2 | -2 | -14 | 3 | 13
C/C(=N\N(c1ccccc1)c1ccccc1)c1ccco1 | 1.0 | 5 | 0 | -0.36 | -1 | -6 | -14 | 3 | 7
O=C(NNc1c(Cl)cccc1Cl)c1c(F)cccc1Cl | -0.1 | -2 | 0 | -0.063 | -3 | -4 | -11 | 1 | 4
CC1Cc2ccccc2N1S(=O)(=O)c1cccc(C(=O)NCCCn2ccnc2)c1 (centres undefined) | 0.7 | . | -1 | -0.79 | -3 | -3 | -23 | -3 | 7
CCOC(=S)SCC(=O)Nc1nccs1 | 0.2 | -3 | -2 | 0.14 | 0 | -3 | -19 | 3 | 9
COc1cccc(C(=O)c2cc3ccc(O)cc3oc2=O)c1 | 2.1 | -6 | 0 | -3.7 | -4 | 0 | -4 | -11 | 4
Cc1ccccc1C(=O)Nc1ccc(O)c2c(=O)cc(-c3ccccc3Cl)oc12 | . | 3 | . | -1.2 | 1 | 0 | -29 | . | 8
CCCCN1C(=O)C(O)=C(C(C)=O)C1c1ccccc1 (centres undefined) | 0.8 | -26 | 4 | . | -7 | 1 | -16[20 µM] | 2 | 16
Cc1nc(NC(=O)/C=C/c2ccc(Cl)cc2Cl)sc1C(=O)N(C)C | 0.1 | -22 | 2 | 0.33 | 2 | -6 | -14 | 0 | 0
Cc1cccc(Cn2c(SCC(=O)Nc3ccccc3)nc3c2c(=O)[nH]c(=O)n3C)c1 | -0.7 | -6 | -1 | -0.1 | 4 | -3 | -9 | 5 | 16
COc1cccc(NC(=O)Cn2c(CCC(=O)O)ccc2-c2cccs2)c1 | 0.3 | -3 | 2 | -0.5 | -7 | -8 | -18 | 1 | 5
CN1CC(=O)N2[C@H](c3ccc4c(c3)OCO4)c3[nH]c4ccccc4c3C[C@@H]2C1=O | 0.7 | . | 3 | -0.96 | . | . | . | 1 | .
Brc1ccc(/C=N/N2CCN(C3c4ccccc4-c4ccccc43)CC2)s1 | 2.5 | -16 | 2 | . | -8 | 7 | -26[20 µM] | 4 | 9
Cn1c(=O)oc2cc(S(=O)(=O)N3CCC(C(=O)N4CCN(c5ccccc5)CC4)CC3)ccc21 | 1.4 | -3 | 1 | -0.69 | 1 | 1 | -12 | 4 | 9
COC(=O)c1cn(Cc2ccccc2C)nn1 | 0.8 | 4 | -2 | 0.58 | 25 | -3 | 0 | -3 | 2
COc1ccc(NC(=O)CSc2cc(C(=O)c3nccn3C)c3ccccc3n2)cc1 | -0.7 | 2 | -3 | 0.83 | -1 | -3 | -16 | 1 | 10
Cc1ccc(S(=O)(=O)N2CC(O)CC2C(=O)NCc2ccc3c(c2)OCO3)cc1 (centres undefined) | 0.6 | -5 | -1 | 0.09 | -4 | -10 | -19 | 7 | 2
CC1=CC(C)(C)NC(=S)N1c1cccc2ccccc12 | -1.0 | -7 | 2 | -0.6 | 11 | 1 | -16[20 µM] | -8 | 17
Cc1cccc2sc(NC(=O)c3ccc(NS(=O)(=O)c4cccs4)cc3)nc12 | -0.1 | -15 | -1 | -0.14 | -5 | -11 | -11 | 2 | 8
COC(=O)C1CCN(c2cc(=O)n(-c3ccc(OC)cc3)c(=O)[nH]2)CC1 | 0.8 | 9 | -1 | -0.37 | 1 | 0 | -24 | 1 | 8
Cc1ccc(C2=[N+]([O-])C3(CCCCC/C3=N\NC(N)=O)N(O)C2(C)C)o1 (centres undefined) | 0.2 | -10 | -2 | 0.35 | -5 | -9 | -1[20 µM] | 0 | 6
CCN1C(=O)c2cccc3c(S(=O)(=O)Nc4ccncc4)ccc1c23 | 0.5 | -3 | -2 | 0.58 | -1 | 1 | -18[20 µM] | 6 | 7
Cc1csc(SCC(=O)Nc2ncc(Cl)c(C)c2Cl)n1 | 1.4 | 24 | 0 | -0.057 | 2 | -4 | -7[20 µM] | 3 | 9

With a hit mark in Wee1 stabilizer (from the list above):
SMILES,PERK inh,hK5 inh,Wee1 stabilizer,KCC2 mod,FXIa inh 1536,Furin inh,p97 ATPase inh,FXIIa inh
Cc1ccccc1NS(=O)(=O)c1ccc(N2CCCC2=O)cc1,-0.2,0,10*,-0.23,0,-10[20 µM],3,8
C[C@H](O)[C@@H](C(=O)N1CCN(C(=O)OC(C)(C)C)CC1)n1cc(CCCCNC(=O)OC(C)(C)C)nn1,1.6,-1,22*,0.075,-1,-39,2,6
